FID counter = fluorescent intercalator displacement, NS3 helicase counter-screen; DNA fluorescent intercalator displacement, fluorescence; inhibition, % at 7.9 µM; 0.17% of 290,000 active; AID 1845; in the data active = inhibition above about 37%;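 also: 0% = vehicle and 100% = reference compound; higher means more ethidium bromide displaced from hairpin DNA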
NS3 helicase inh = inhibitors of Hepatitis C virus NS3 helicase; NS3 helicase DNA unwinding, Cy5 molecular beacon fluorescence; inhibition, % at 10.9 µM; 0.56% of 290,000 active;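 active = inhibition above the mean of all tested compounds plus 3 SD, set per campaign, cut at about 35% in these data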;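 also: 0% = DMSO wells and 100% = thioflavine S control wells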
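System: Hepatitis C virus NS3 helicase domain fragment enzyme | Reagent: Annealed dual-labelled DNA beacon duplex, ATP-started | Compound dosing: 10.9 µM single point, 0.8% DMSO | Incubation: 1 h reaction at 25 °C, ATP-initiated | Technique: Cy5 fluorescence | Evaluation: Percent inhibition from t60/t0 fluorescence ratio | Benchmarks: Low DMSO, high thioflavine S at 110 µM | Replication: Singlicate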
VIM-2 inh = blocks Pseudomonas aeruginosa VIM-2 metallo-beta-lactamase | inhibition, % at 5.6 µM | 0.89% of 290,000 active | purified VIM-2, nitrocefin hydrolysis, epi-absorbance fluorescence;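 active = inhibition above the mean of all tested compounds plus 3 SD, cutoff set per screening run, cut at about 7.5% in these data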;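 also: red hydrolysis product quenches plate fluorescence so inhibitors raise well fluorescence; 0% = enzyme with DMSO and 100% = DMSO without enzyme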
UBC9 SUMO inh = blocks human SUMOylation mediated by UBC9. HTRF SUMOylation assay, SAE1/SAE2 + UBC9, in vitro. AID 2006. inhibition, % at 35 µM. 0.36% of 290,000 active; in the data active = inhibition above about 50%, passing the limit was not always enough; also: strong numbers were not always called active
Target sequence (P63279 whole entry, looked up): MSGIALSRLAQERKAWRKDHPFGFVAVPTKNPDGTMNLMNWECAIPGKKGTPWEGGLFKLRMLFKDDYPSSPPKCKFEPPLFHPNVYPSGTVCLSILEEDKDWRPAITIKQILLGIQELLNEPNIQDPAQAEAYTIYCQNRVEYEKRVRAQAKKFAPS
MEKK2 WT-MEK5 = raises or lowers MEK5 binding to wildtype human MEKK2 PB1 domain. 1.1% of 290,000 active. binding response (% of control), % at 10 µM. bead flow cytometry, Alexa488-MEK5 binding to MEKK2 WT; actives lie on both sides; in the data active = binding response below about 67% or above about 130%
M18AAP inhibitor = PfM18AAP enzyme inhibition; recombinant PfM18AAP, H-Glu-NHMec fluorogenic cleavage; inhibition, % at 7.35 µM; 1.2% of 290,000 active; AID 1822;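 active = inhibition above the campaign mean inhibition over all tested compounds plus 3 SD, cut at about 28% in these data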;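 also: 0% = plate median of test compound wells and 100% = 2 mM ZnCl2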
IMP-1 inh = blocks Pseudomonas aeruginosa IMP-1 metallo-beta-lactamase; 0.45% of 290,000 active; purified IMP-1, nitrocefin hydrolysis, epi-absorbance fluorescence; AID 1556; inhibition, % at 5.6 µM;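 active = inhibition above the mean plus 3 SD of all compounds in the same screening run, cut at about 4.5% in these data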;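 also: 0% = IMP-1 with DMSO and 100% = DMSO wells lacking enzyme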
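System: Purified IMP-1 | Read-out basis: Percent enzyme inhibition | Controls: IMP-1 with DMSO as 0%, enzyme-free DMSO as 100% | Replicates: One well per compound | Doses: 5.6 µM nominal single concentration | Detection: Epi-absorbance fluorescence, 480 nm excitation, 530 nm emission | Incubation: 25 °C, 15 min preincubation, 25 min reaction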
NALP1 inh = NALP1 inhibition; 0.61% of 280,000 active; S. cerevisiae NALP1/ASC/caspase-1 growth, X-gal OD620, 72 h; AID 2071; inhibition, % at 10 µM; in the data active = inhibition mostly above about 24%, no sharp cut-off; inactive = mostly below about 32%; also: some compounds called inactive have numbers as strong as hits
MEKK2mut PB1 HTS = signal of MEK5 binding to mutant human MEKK2 PB1 domain; 0.35% of 290,000 active; percent response, % at 10 µM; bead flow cytometry, Alexa488-MEK5 binding to MEKK2 mutant; AID 1530; in the data active = percent response above about 24%, passing the limit was not always enough; also: inactives centre near 1; some results filed as inactive read as strong as hits
Active calls of the source: *; . = no result given; [ ] = dose if it differs, or a comment.

SMILES | FID counter | NS3 helicase inh | VIM-2 inh | UBC9 SUMO inh | MEKK2 WT-MEK5 | M18AAP inhibitor | IMP-1 inh | NALP1 inh | MEKK2mut PB1 HTS
COC(=O)c1ccc(/C=C2/C(=O)Oc3ccccc32)cc1 | -11 | 4 | -1.5 | 17 | 98 | 14 | -0.5 | 14 | 0
Cc1ccc(-c2nc(=O)[nH]c3ccc(Br)cc23)cc1 | -19 | -7 | 1.3 | 20 | 101 | 5 | -1.2 | -11 | 3
Cc1ccc(NS(=O)(=O)c2cccc(C(=O)O)c2)c(C)c1 | -2 | -2 | -0.5 | -10 | 85 | -17 | -1.5 | -7 | -29
Cc1ccc(S(=O)(=O)N(C)C)cc1NC(=S)NCCCn1ccnc1 | 0 | 8 | -1.1 | 5 | 94 | 1 | -0.6 | 2 | -2
CC(=O)c1ccc(N2CCN(C(=O)c3cc(C)on3)CC2)cc1 | -6 | -2 | -3.7 | 10 | 103 | 11 | -5.3 | -9 | 1
Cc1c(-c2cc(C(=O)O)no2)cnn1C | -6 | 8 | 1.1 | 15 | 81 | 3 | 1.0 | -2 | -14
Brc1ccc(-c2nc(-c3ccncc3)no2)cc1 | -6 | 4 | -2.4 | -27 | 107 | 0 | -3.6 | -4 | 5
O=C(NCc1ccncc1)c1ccc(Cn2cc(C(F)(F)F)ccc2=O)cc1 | 5 | -7 | 0.2 | 9 | 74 | 1 | 0.1 | 7 | -15
O=C(CSc1nnc2c(n1)[nH]c1ccc(S(=O)(=O)N3CCOCC3)cc12)Nc1ccccc1Cl | 2 | -12 | 0.8 | -16 | 94 | -3 | -4.4 | -2 | -2
Cc1cccc(C)c1NC(=O)c1sc(Cl)nc1C | 0 | 1 | -3.8 | -5 | 107 | 2 | -1.2 | 6 | 3
CN(CC(=O)Nc1ccccc1-c1ccccc1)Cc1ccccc1Cl | -15 | -9 | -1.6 | -1 | 101 | 2 | -3.6 | -4 | -3
CC(C)(C)NC(=O)CN(Cc1ccc2c(c1)OCO2)C(=O)CCC(=O)Nc1nccs1 | -26 | 0 | -4.1 | 19 | 94 | -7 | -2.8 | -13 | -10
COc1ccc(-c2nn(-c3ccccc3)cc2/C=C2/SC(=S)N(CCC(=O)O)C2=O)cc1 | -3 | 27 | -0.5 | -11 | 101 | 0 | -0.1 | 11 | 0
Cc1noc(NC(=O)c2ccccc2Cl)c1C#N | 1 | -2 | -2.2 | 10 | 103 | -3 | -0.7 | 32 | 12
CS(=O)(=O)N1CCC(C(=O)Nc2ccc(Cl)c(C(F)(F)F)c2)CC1 | 0 | -3 | -5.4 | 5 | 99 | 4 | -4.5 | 14 | -1
COc1ccc2[nH]c(-c3cccc(F)c3)cc(=O)c2c1 | -2 | -1 | 0.1 | 24 | 91 | -5 | 0.8 | 30 | -6
Cc1nc2nc(NC(=O)c3ccco3)[nH]n2c(=O)c1C | 1 | -6 | -6.3 | 9 | 103 | -2 | -4.2 | -17 | 2
O=c1c(-c2ccccc2)nc(-c2ccccc2)cn1O | 1 | 9 | -0.1 | 25 | 98 | -11 | -3.0 | 5 | -7
Cc1nnc2c(NCCC(C)C)nc3ccccc3n12 | -9 | 4 | 6.8 | 10 | 104 | 2 | -3.5 | 6 | 7
O=C(CCN1CCN(c2ccc(Cl)cc2)CC1)Nc1ccccc1F | -3 | 3 | -3.1 | 27 | 74 | 2 | -3.4 | 17 | -16
S=C(c1ccc(-c2cccc(Cl)c2)o1)N1CCCCC1 | -20 | 11 | -3.4 | -3 | 90 | 5 | -1.7 | 38* | -12
COc1cccc(CN2CCN(Cc3ccc4cccc(F)c4n3)CC2CCO)c1 (stereo not drawn) | -4 | -4 | -2.4 | 7 | 110 | 2 | -2.4 | -1 | 8
Cc1cccc(-n2nnc(C(=O)NCc3ccc4c(c3)OCO4)c2N)c1 | -18 | -25 | -4.4 | 2 | 90 | 4 | -2.7 | 6 | -8
COc1ccccc1NC(=O)C(O)C(O)C(=O)Nc1ccccc1OC (stereo not drawn) | -5 | 6 | -2.6 | -11 | 98 | -7 | -2.0 | 12 | 2
O=C(CSc1ccc(-c2ccc(F)cc2)nn1)N1CCCCC1 | -22 | 2 | -1.1 | 4 | 97 | 6 | -2.0 | -10 | -5
Cc1cc(NC(=O)Cn2nc(C(F)(F)F)c3c2CCCC3)no1 | 0 | 3 | -3.3 | 8 | 105 | -1 | -3.5 | 10 | 2
CCc1nn2c(NCCOC)cc(C)nc2c1-c1ccc(F)cc1 | -1 | -1 | -0.7 | 9 | 119 | 7 | -3.1 | 2 | 1
CCC/C=N/NC(=O)c1cc(Br)ccc1O | 2 | 9 | -2.0 | 5 | 93 | 9 | -0.1 | -4 | -4
Cc1cc2ccccc2c(=O)n1CC(=O)NCC(=O)N1CCN(c2ccccc2F)CC1 | -3 | 4 | 0.5 | -2 | 98 | -3 | -1.8 | -4 | 0
O=C(CCNS(=O)(=O)c1cccs1)NCc1ccco1 | -2 | 18 | -3.7 | 2 | 108 | 9 | -3.8 | -6 | 3
COc1cc(C(=O)NCc2nnc(SCC(=O)Nc3cccc(C(F)(F)F)c3)o2)cc(OC)c1OC | -18 | -12 | -0.2 | -9 | 101 | -12 | -1.8 | -6 | 1
c1ccc(-c2noc(-c3ccc4ccccc4c3)n2)cc1 | 1 | -2 | 0.4 | 7 | 90 | -8 | -0.3 | -4 | -8
Cc1ccccc1NC(=O)C(=O)NCCCN1CCOCC1 | -5 | 5 | -3.6 | 2 | 91 | 7 | -2.6 | -6 | -4
CC1=C(C(=O)OCc2ccccc2)C(c2ccccc2)NC(=O)N1 (stereo not drawn) | -18 | -4 | -1.6 | 0 | 106 | 0 | -2.4 | . | 1
O=C(N/N=C/c1ccc(O)c2ncccc12)c1cccc(Br)c1 | -10 | 10 | -4.4 | 57 | 103 | 6 | -2.9 | 5 | -4
O=C(CSc1nnc(CNc2ccc(F)cc2)o1)OC1CCCCC1 | -20 | -8 | -2.2 | -15 | 2.0*[inhibitor] | -3 | -2.3 | 10 | -16
Cc1cc(N2CCN(c3ccccc3)CC2)n2c(n1)nc1ccccc12 | -42 | 7 | 11* | 5 | 95 | -14 | -3.6 | -24 | 8
COC(=O)[C@@]1(Cc2ccc(OC)cc2)[C@H]2c3cc(C(=O)N4CCCC4)n(Cc4ccc(OC)c(OC)c4)c3C[C@H]2CN1C(=O)c1ccccc1 | -47 | -31 | -2.1 | -11 | 93 | 0 | -2.3 | 28 | -4
O=C(NCc1cccs1)c1cc(-c2ccncc2)nc2ccc(Br)cc12 | -13 | -8 | -2.6 | 0 | 100 | -2 | -3.0 | 0 | 2
CCOC(=O)Cc1cn2c(=O)cc(CSCC(=O)Nc3ccc(C)c(C)c3)nc2s1 | -21 | 11 | -1.2 | 4 | 92 | 2 | -2.3 | 4 | -5
COCc1nnc(NC(=O)CS(=O)(=O)c2ccc(C)cc2)s1 | -9 | 3 | 0.8 | 12 | 97 | -15 | 0.0 | 14 | -4
Cc1ccccc1C(=O)NC(CC(C)C)C(=O)Nc1ccc(F)c([N+](=O)[O-])c1 (stereo not drawn) | 1 | -3 | 0.1 | 0 | 93 | -16 | -0.8 | 26 | -3
COC(=O)c1ccccc1NC(=O)CSc1nnc(-c2ccc(C)cc2)o1 | -17 | 0 | -0.8 | -6 | 96 | -6 | 3.5 | 4 | 3
CCCc1ncc(C(O)c2ccc(OC)cc2)n1C (stereo not drawn) | -1 | -2 | -3.1 | 13 | 95 | 3 | -2.7 | 6 | 3
Cc1cc(/C=N/Nc2nc(N)ncc2[N+](=O)[O-])c(C)n1-c1cccc(C(F)(F)F)c1 | -3 | -4 | -2.6 | -10 | 90 | 14 | -2.3 | . | -11

Quoted at random: three records from the list.
SMILES | FID counter | NS3 helicase inh | VIM-2 inh | UBC9 SUMO inh | MEKK2 WT-MEK5 | M18AAP inhibitor | IMP-1 inh | NALP1 inh | MEKK2mut PB1 HTS
Cc1ccccc1C(=O)NC(CC(C)C)C(=O)Nc1ccc(F)c([N+](=O)[O-])c1 (stereo not drawn) | 1 | -3 | 0.1 | 0 | 93 | -16 | -0.8 | 26 | -3
O=C(NCc1cccs1)c1cc(-c2ccncc2)nc2ccc(Br)cc12 | -13 | -8 | -2.6 | 0 | 100 | -2 | -3.0 | 0 | 2
O=C(CSc1nnc(CNc2ccc(F)cc2)o1)OC1CCCCC1 | -20 | -8 | -2.2 | -15 | 2.0*[inhibitor] | -3 | -2.3 | 10 | -16

Next records.
SMILES | FID counter | NS3 helicase inh | VIM-2 inh | UBC9 SUMO inh | MEKK2 WT-MEK5 | M18AAP inhibitor | IMP-1 inh | NALP1 inh | MEKK2mut PB1 HTS
O=C(CN1CCCCC1)NNc1nc(-c2ccccc2)c2cc(Cl)ccc2n1 | -3 | -9 | -0.4 | 12 | 95 | -3 | -1.7 | 6 | 0
CC1CCN(CCNC(=S)Nc2ccc(Cl)cc2)CC1 | 11 | -4 | -2.5 | 4 | 120 | 6 | -3.3 | 0 | 18
O=C(Nc1ccccc1C(=O)O)c1cccc(NC(=O)c2ccccc2Br)c1 | -27 | 0 | -0.5 | 16 | 107 | -4 | -2.7 | 6 | 8
COCC(=O)NC1CCN(C(=O)NCc2ccccc2)CC1 | -1 | -5 | -0.8 | 7 | 103 | -9 | -2.3 | 4 | -3
CSc1ncc(Cl)c(C(=O)Nc2c(C)cccc2C)n1 | -8 | 7 | -3.0 | -2 | 103 | 0 | -2.9 | 8 | 4
CCC(=O)N1CCc2cc(S(=O)(=O)NCCC(=O)Nc3ccccc3C)ccc21 | -4 | -2 | -4.6 | -7 | 104 | -4 | -5.0 | -1 | 0
NC(=O)CNC(=O)c1cccc(Cl)c1 | 1 | 4 | -2.8 | 17 | 100 | -13 | -1.1 | 12 | -4
C=C(C)c1cccc(C(C)(C)NC(=O)Nc2ccc(OC)cc2)c1 | -3 | 4 | -0.5 | 18 | 67 | -6 | -0.7 | -1 | -11
N#Cc1cnc2cc(-c3ccccc3)nn2c1N | -3 | 0 | -1.4 | 4 | 95 | 2 | -1.8 | . | 0
CCOC(=O)c1cc(-c2ccc(C#N)cc2)nc2c1c(C)nn2CCC#N | -2 | 1 | -3.5 | 31 | 99 | -4 | -1.2 | 9 | 4
COc1ccc(CCCC(=O)Nc2ccc(F)cc2)cc1 | -5 | -12 | -1.0 | 12 | 99 | -10 | -4.2 | 31 | 0
CCOC(=O)c1nc2c(ccc3ccccc32)cc1C | -8 | -11 | -0.4 | -2 | . | 0 | -3.0 | 8 | .
CCc1cc2c(=O)n(Cc3ccco3)c(SCC(=O)NC3CCS(=O)(=O)C3)nc2s1 (stereo not drawn) | -3 | 21 | 0.4 | 10 | 97 | -22 | -0.6 | 1 | -3
Cc1ccc(OCC(=O)Nc2cc(C(=O)O)cc(C(=O)O)c2)cc1C | -1 | -27 | -2.7 | 12 | 89 | 16 | -3.0 | 5 | -13
O=C(Nc1ccc2nc(C3CC3)n(Cc3ccccc3)c(=O)c2c1)C1CC1 | -10 | -4 | 0.4 | -18 | 78 | 10 | 3.9 | . | -3
COc1cc2c(cc1OC)CN(CC(=O)Nc1ccc(F)cc1)CC2 | -3 | -3 | -0.3 | 5 | 98 | 10 | -0.4 | 10 | 1

High-throughput results deposited in PubChem by several laboratories.
